ASM inhibitor – human S-ASM enzyme inhibition. P17405. placental ASM, HMU-PC fluorogenic substrate, 60 min. Potency, µM (top dose mostly 57.5 µM), for the others: at the highest dose activity change, negative = inhibition, most hits filed as inhibitors. actives 0.006% (n = 340,000). AID 504937; note: potency is the fitted concentration of half-maximal effect
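Human placenta-derived ASM enzyme was preincubated with compound for 10 minutes at room temperature, then given fluorogenic substrate HMU-PC0 (9 uM final) for 60 minutes at 37 °C; a pH 10 stop preceded fluorescence reading at Ex 386/Em 447 nm.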
TSHR antagonist – human thyrotropin receptor antagonism. P16473. activity change, negative = inhibition, % at 11.5 µM. TSHR-expressing cells, TSH-stimulated cAMP HTRF, 2 h; stronger effect = lower value. AID 504810. actives 0.2% (n = 330,000);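 active = activity change below a set negative limit, meaning inhibition stronger than a set level, cut at about -70% in these data; inconclusive = activity change between two set negative limits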; note: % is set by controls: 0 for no effect and ±100 for the full control effect
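Inhibition of cAMP made by TSHR-expressing cells under TSH stimulation (4nM final, EC80; 2 h, 37 deg C) is quantified with a one-step lysis HTRF kit, anti-cAMP cryptate versus cAMP-d2.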
USP2a inh – blocks human ubiquitin-specific protease USP2a. AID 463254. Potency, µM (series often up to 38.3 µM), without a hit: top-dose activity change, negative = inhibition, hits mostly inhibitors. USP2 core, Ub-CHOP2 coupled fluorogenic reporter, 485/531. actives 0.01% (n = 330,000);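 note: potency is the fitted concentration of half-maximal effect; plate controls were DMSO wells for no effect and full inhibition by NEM control for full effect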
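Cell-free coupled assay: 10nM USP2 core preincubated 30min RT with compound in Tris-HCl pH 8.0/CaCl2/CHAPS buffer, then 25nM Ub-CHOP2 and 25nM reporter substrate; fluorescence (Ex 485/Em 531) read after 60min RT, normalized to NEM inhibition, concentration-response curves fitted.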
Mito fusion act – mitochondrial division inhibition or fusion activation; S. cerevisiae fusion-defective mutant growth rescue, CellTiterGlo 48 h; actives 0.23% (n = 320,000); Potency, µM (titrated, usually from 46.1 µM), for inactives: at the highest dose growth rescue (activation), most hits filed as activators; AID 485298;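 note: potency is the fitted concentration of half-maximal effect; % of control where 0% means no effect; nearly all actives have a fitted effect of over 45% in size; temperature-sensitive fusion mutants such as fzo1-1 at 37 °C on non-fermentable ethanol glycerol medium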
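Luminescent cell viability in 1536-well qHTS format served as the measure of rescued growth in ts fusion-mutant S. cerevisiae cultured on non-fermentable YPEG for 48 hours at 37C.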
KCNH2 WT inh – KCNH2 (human, wildtype) channel inhibition | Q12809 | U2OS, BacMam KCNH2, thallium flux FluxOr; stronger effect = lower value | activity change, % at 1.84 µM | actives 0.37% (n = 340,000) | AID 720551;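 active = maximum activity change below -70%; inconclusive = maximum activity change between -70% and -50%; inactive = maximum activity change above -50%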; note: % is set by controls: 0 for no effect and ±100 for the full control effect
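U2OS cells transduced with wild-type KCNH2 virus are loaded with FluxOr dye for 45 min, and thallium flux is measured in kinetic reads before and after stimulation buffer. Rate constants are normalized to DMSO controls.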
Menin-MLL TR inh – displaces Texas Red mutant MLL peptide from human menin; Menin + Texas Red MLL mutant peptide, fluorescence polarization; actives 0.23% (n = 270,000); Potency, µM (doses to about 61.6 µM), inactives show at the top dose FP activity change, negative = inhibition, usual class: inhibitors; AID 1768; O00255; active = well fitted inhibition curve with a large enough effect in the polarisation, with a control signal flat, not every such curve was filed as active; inconclusive = small, poorly fitted or top-dose-only effect, or effect the other way, or a change in a side signal; inactive = no such curve, though single readings can be large or run the other way; the % refers to the polarisation; note: potency is the fitted concentration of half-maximal effect; % of control where 0% means no effect; many of its hits are not listed in these tables
MBNL1 CUG block – inhibitors of human MBNL1 binding to CUG repeat RNA. Potency, µM (titrated, usually from 57.5 µM), for the others: at the top dose activity change, negative = inhibition, hits mostly inhibitors. Q9NR56. actives 0.036% (n = 280,000). TR-FRET MBNL1-His/biotin-(CUG)12 binding, 665/545 ratio; active = well fitted inhibition curve with a large enough effect in the signal ratio, with a control signal flat, not every such curve was filed as active; inconclusive = small, poorly fitted or top-dose-only effect, or effect the other way, or a change in a side signal; inactive = no such curve, though single readings can be large or run the other way; the % refers to the signal ratio; note: potency is the fitted concentration of half-maximal effect; % is set by controls: 0 for no effect and ±100 for the full control effect
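Compounds (final 92 nM to 58 uM) are added to His-tagged MBNL1 and biotin-(CUG)12, then terbium anti-His antibody and streptavidin-XL665 (5 nM final). After 60 min at room temperature, the 665/545 nm ratio is read.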
GALK inh – blocks human galactokinase activity; P51570; Purified GALK, Kinase-Glo residual ATP luminescence; Potency, µM (top dose mostly 57.5 µM), inactives show at the top dose activity change, negative = inhibition, most hits filed as inhibitors; actives 0.007% (n = 270,000); note: potency is the fitted concentration of half-maximal effect; % is set by controls: 0 for no effect and ±100 for the full control effect
Target sequence (P51570 whole entry, looked up): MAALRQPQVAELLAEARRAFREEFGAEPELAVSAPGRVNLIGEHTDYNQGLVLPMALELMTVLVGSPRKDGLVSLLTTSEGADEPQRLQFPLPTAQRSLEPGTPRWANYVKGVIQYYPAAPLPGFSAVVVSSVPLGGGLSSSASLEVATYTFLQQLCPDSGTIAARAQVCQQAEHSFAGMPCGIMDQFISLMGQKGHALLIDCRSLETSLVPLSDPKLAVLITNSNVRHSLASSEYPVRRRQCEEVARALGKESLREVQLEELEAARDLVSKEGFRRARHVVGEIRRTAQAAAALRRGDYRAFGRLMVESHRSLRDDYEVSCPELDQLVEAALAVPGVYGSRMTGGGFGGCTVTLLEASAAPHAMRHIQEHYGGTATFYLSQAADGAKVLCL
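GALK at 5 nM final was combined with compound, 35 uM ATP and 100 uM galactose in HEPES pH8.0 with MgCl2 and DTT. The reaction ran one hour at room temperature before luminescent ATP detection.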
PKM2 act – activators of human pyruvate kinase M2 | purified PKM2, Kinase-Glo ATP luminescence, activation; response scale: 0% is enzyme alone, no compound | Potency, µM (highest dose often 57.5 µM), without a hit: at the highest dose activation, actives largely listed as activators | P14618 | AID 1631 | actives 0.34% (n = 260,000); note: potency is the fitted concentration of half-maximal effect; % is set by controls: 0 for no effect and ±100 for the full control effect; nearly all actives have a fitted effect of over 55% in size
Target sequence (P14618 whole entry, looked up): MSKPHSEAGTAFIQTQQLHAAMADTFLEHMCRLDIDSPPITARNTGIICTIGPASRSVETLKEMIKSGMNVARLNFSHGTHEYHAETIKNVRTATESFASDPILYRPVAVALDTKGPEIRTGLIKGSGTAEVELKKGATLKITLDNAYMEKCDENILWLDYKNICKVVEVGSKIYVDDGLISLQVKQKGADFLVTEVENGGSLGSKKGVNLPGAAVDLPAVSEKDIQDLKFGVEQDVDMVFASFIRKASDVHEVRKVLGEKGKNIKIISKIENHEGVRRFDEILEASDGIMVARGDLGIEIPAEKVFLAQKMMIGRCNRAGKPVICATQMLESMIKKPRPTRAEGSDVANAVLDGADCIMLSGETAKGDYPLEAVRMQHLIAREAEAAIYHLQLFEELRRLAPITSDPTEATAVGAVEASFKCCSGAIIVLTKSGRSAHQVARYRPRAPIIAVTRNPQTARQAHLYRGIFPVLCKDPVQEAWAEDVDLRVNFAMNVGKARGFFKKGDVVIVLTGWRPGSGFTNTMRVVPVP
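Purified hPK-M2 (>95%) run at intermediate activity with 0.1 mM ADP and 0.5 mM PEP in 50 mM imidazole pH 7.2, KCl, MgCl2; 1 h room temperature. ATP formed read by Kinase-Glo luminescence; normalized to uninhibited and no-enzyme controls.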
Eya2 phos inh – Eya2 (human) phosphatase inhibition; Potency, µM (top dose mostly 76.9 µM), for inactives: at the highest dose activity, negative = inhibition, usual class: inhibitors; actives 0.006% (n = 330,000); AID 488837; recombinant Eya2, OMFP fluorescence dephosphorylation (OMFP is methylfluorescein phosphate); note: potency is the fitted concentration of half-maximal effect; % is set by controls: 0 for no effect and ±100 for the full control effect
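Eya2 (0.2 uM) preincubated 10 min at ambient with compound, then OMFP substrate added at 50 uM; 10 min reaction in 50 mM HEPES pH 7.5, 50 mM NaCl, 5 uM MgCl2, 0.05% BSA, 1 mM DTT. Fluorescence read at Ex 485/Em 525 nm.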
BCR signal inh – chronic active BCR signaling inhibition | actives 0.05% (n = 340,000) | Potency, µM (titrated, usually from 46.1 µM), without a hit: at the top dose ratio change, negative = lower green/red ratio, actives largely listed as inhibitors | ABC-DLBCL IkBa-CBG/CBR reporter, luminescence ratio, 4 h; active = well fitted inhibition curve with a large enough effect in the signal ratio, with a control signal flat, not every such curve was filed as active; inconclusive = small, poorly fitted or top-dose-only effect, or effect the other way, or a change in a side signal; the % refers to the signal ratio;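 note: potency is the fitted concentration of half-maximal effect; plate controls were basal doxycycline-induced cells for no effect and cells given 10 µM MG132 for full effect; MG132 reads +100%, hits lower the ratio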
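TMD8 ABC-DLBCL cells carrying doxycycline-inducible green luciferase fused to IkappaBalpha plus unfused red luciferase were exposed to compounds (up to 46 uM) for 4 hrs at 37C. Activity came from the overlap-corrected green/red luminescence ratio.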
The depositor's hits bear a star; ? = inconclusive; . = not tested or not shown; [ ] = dose if it differs, or a comment. Unless noted, calls come from the whole dose curve; as a rule, active = well fitted curve in the direction sought with a large enough effect; inconclusive = small, poorly fitted or top-dose-only effect, or another doubt; inactive = no such curve, though single readings can be large; an effect the other way counts as inactive or inconclusive.

SMILES	ASM inhibitor	TSHR antagonist	USP2a inh	Mito fusion act	KCNH2 WT inh	Menin-MLL TR inh	MBNL1 CUG block	GALK inh	PKM2 act	Eya2 phos inh	BCR signal inh
COC(=O)c1ccc(C2NC(=O)NC(C)=C2C(=O)N(C)C)cc1 (configuration not stated)	4%	2	0%	0%	-11	-11%	-1%	-2%	-5%	44%	5%
CC(C)(C)c1cc[n+](CC(=O)Nc2cc(C(F)(F)F)ccc2N2CCOCC2)cc1	-3%	7	-1%	-2%	2	-12%	0%	4%	3%	-2%	0%
CCN(C(=O)COC(=O)c1ccc(=O)n(Cc2ccccc2)n1)C1CCS(=O)(=O)C1 (configuration not stated)	1%	31	0%	-8%	-1	.	.	.	.	3%	3%
Cc1ccc(S(=O)(=O)N2CCCC2CNC(=O)C(=O)Nc2ccc(F)cc2F)cc1 (configuration not stated)	-2%	-10	1%	11%	4	.	.	.	.	-9%	?
COc1ccccc1NC(=S)NCc1cccnc1	5%	1	0%	-9%	-2	-12%	.	0%	-14%	1%	8%
COc1ccc(C2C=C(C34CC5CC(CC(C5)C3)C4)NC(=S)N2)cc1 (configuration not stated)	0%	-18	-2%	11µM*	-4	?	?	0%	0%	-4%	10%
c1ccc(C2(CN3CCNC[C@H]3Cc3cccc4ccccc34)CC2)cc1	5%	-19	-3%	-2%	6	.	.	.	.	-12%	0%
CC1CCN(C(=O)CN(CCc2ccccc2)S(C)(=O)=O)CC1	-1%	1	-1%	3%	0	-6%	2%	0%	1%	-20%	5%
Cc1cnc(C(=O)OCC(=O)Nc2cccc(Cl)c2)cn1	1%	7	0%	-1%	-34	16%	-2%	2%	-1%	7%	-6%
COc1ccc(/C=C/C(=O)N2CCCC2)cc1OC	2%	13	1%	-2%	-1	-29%	23%	-2%	2%	5%	?
O=C(COc1cccnc1[N+](=O)[O-])N1CCc2ccccc2C1	-2%	-7	-2%	-1%	-22	2%	.	-2%	1%	-19%	-5%
C=C(CO)C1Cc2cc(C(C)=O)ccc2O1 (configuration not stated)	1%	3	-6%	2%	-7	.	0%	0%	7%	13%	-4%
O=S(=O)(C/C(=C/CO)S(=O)(=O)c1ccccc1)c1ccccc1	0%	-44	1%	2%	-5	7%	7%	0%	5%	-8%	?
O=C(CN(Cc1ccccc1Cl)C(=O)c1csnn1)NCc1ccc(F)cc1	4%	-3	2%	-2%	14	9%	-3%	6%	.	14%	4%
CC(=O)Nc1ccc(NC(=O)C(C)Sc2nc3nc(C)cc(C)n3n2)cc1 (configuration not stated)	1%	-3	3%	-1%	0	.	.	.	.	-18%	-6%
CC(C)(C)c1cccc(C2(O)C(=O)c3ccccc3C2=O)c1O	-3%	-10	-1%	-3%	2	.	.	-3%	-4%	-6%	-8%
OC1(c2ccccc2)CNCCc2ccccc21 (configuration not stated)	68%	8	-7%	4%	4	-5%	-2%	-2%	.	10%	0%
COc1cccc(NC(=O)C2CCCN(S(=O)(=O)c3cccc4nonc34)C2)c1 (configuration not stated)	-2%	-2	2%	-1%	-2	-29%	13%	5%	1%	6%	2%
Nc1nc(CN2CCN(c3ccc(F)cc3)CC2)nc(N2CCCc3ccccc32)n1	3%	-4	-12%	1%	1	-8%	-5%	1%	-1%	5%	-4%
COc1ccc(C(=O)N/C(=C\c2ccco2)C(=O)NCCCn2ccnc2)cc1	5%	24	0%	3%	-13	15%	-2%	0%	?	7%	-5%
Cc1[nH][nH]c(=O)c1C(c1ccc(-c2ccc(C(=O)O)cc2)o1)c1c(C)[nH][nH]c1=O	8%	-18	-1%	3%	-8	-24%	?	-28%	-40%	-8%	?
CCNc1nc(NCC)nc(N/N=C(\C)c2ccc(OC)cc2)n1	-5%	-4	2%	2%	0	7%	.	12%	2%	2%	?
O=C(Cc1cccs1)NCc1cccc(Br)c1	5%	0	-1%	3%	-9	6%	-4%	1%	.	2%	?
COc1ccc2sc(-c3ccc(SC)cc3)c(/C=C/c3ccc(OC)c(OC)c3)c2c1	90%[activator]	-5	0%	.	-10	.	.	.	.	-10%	0%
COC(=O)c1cc(C(=O)OC)cc(N2C(=O)CC(Sc3nc(C)cc(C)n3)C2=O)c1 (configuration not stated)	3%	7	1%	-1%	7	4%	0%	1%	2%	-11%	5%
The results go on.
SMILES	ASM inhibitor	TSHR antagonist	USP2a inh	Mito fusion act	KCNH2 WT inh	Menin-MLL TR inh	MBNL1 CUG block	GALK inh	PKM2 act	Eya2 phos inh	BCR signal inh
CN(C)CCCn1c(SCC(=O)N2c3ccccc3Sc3ccccc32)nc2ccccc2c1=O	-19%	-10	0%	-20%	17	?	5%	2%	7%	-11%	?
O=C(/C=C/c1cccc(Cl)c1)Nc1ncccn1	0%	8	0%	0%	-23	-4%	27%	-6%	-6%	2%	?
O=C(CSc1nc2c(cnn2-c2ccccc2)c(=O)[nH]1)N1CCOCC1	0%	7	0%	3%	6	.	1%	-4%	-13%	4%	14%
CC(=O)c1ccc(N2CCN(C(=S)Nc3ccccc3C(F)(F)F)CC2)cc1	-5%	6	-2%	1%	0	18%	0%	0%	5%	3%	-9%
c1ccc(N2CCN(Cc3cnc(N4CCOCC4)s3)CC2)cc1	-2%	-1	3%	1%	-6	-3%	-9%	6%	-4%	-7%	-23%
CC(C)NC(=O)c1n[nH]c(=O)c2ccccc12	1%	24	-1%	-1%	1	-9%	5%	-2%	-1%	-3%	5%
COc1ccc(C(CCc2ccc(C)o2)NC(=O)Nc2ccc(OC)cc2OC)cc1 (configuration not stated)	-13%	2	0%	1%	42	12%	-1%	3%	-2%	6%	14%
O=C(NC(=S)N1CCCCC1)c1cccnc1	2%	6	-1%	-21%	-13	6%	-1%	-1%	6%	-17%	?
O=S(=O)(NCc1ccccc1)c1cccs1	-1%	8	5%	0%	12	6%	3%	4%	7%	11%	-1%
O=C1C=C(c2cc(Cl)cc(Cl)c2)C[C@@H](c2ccc3c(c2)OCO3)C1	0%	-1	1%	29%	.	.	.	.	.	6%	4%
COc1ccc(/C=N/NC(=O)c2ccc(Br)cc2)c(OC)c1	-4%	0	2%	12%	-11	23%	.	10%	0%	-4%	-1%
CCC(NC(=O)c1ccccc1NC(=O)c1ccc(OC)cc1)C(=O)N1CCCC1 (configuration not stated)	6%	2	4%	11%	-3	-8%	-1%[11.5 µM]	.	-5%	-3%	1%
O=C(NNC(=S)Nc1ccccc1)C1CC1	-1%	37	-2%	-5%	-5	-24%	0%	-1%	7%	0%	-9%
COC(=O)c1cc(-c2ccc(S(=O)(=O)N3CCCC(C)C3)cc2)c(C(F)(F)F)s1 (configuration not stated)	4%	-6	0%	0%	0	.	1%	4%	1%	-19%	0%
CSc1ncccc1C(=O)OCC(=O)NCCc1ccccc1	-1%	1	2%	.	1	.	.	.	.	-12%	?
Cc1nn(C)cc1/C=C1\SC(=S)NC1=O	-2%	-1	0%	2%	-5	2%	9%	-2%	-16%	5%	7%
CCOC(=O)c1ccc(NC(=O)c2nn(CC)cc2Br)cc1	-4%	-6	1%	1%	6	-6%	10%	0%	3%	3%	?
CC1(C)CC(=O)c2cnc(NC(=O)CCc3ccccc3)nc2C1	-3%	-6	6%	2%	-2	-5%	-7%	0%	3%	-19%	3%
COC(=O)c1ccc(C(C(=O)NCc2ccccc2)N(Cc2ccco2)C(=O)c2cnccn2)cc1 (configuration not stated)	-1%	6	0%	3%	-7	9%	-5%	2%	3%	-2%	-2%
COc1cccc(N2CCN(C(=O)c3ccc4nc(N5CCCCC5)sc4c3)CC2)c1	-6%	-25	-16%	?	-6	-20%	7%	0%	-21%	-9%	?
NNC(=O)Cn1nc(Cc2ccccc2)n(N)c1=O	2%	16	-4%	-1%	-10	.	.	.	.	-20%	-3%
C/C(=N\NC(=O)c1ccc(OC2CCCC2)cc1)c1ccc(O)cc1	4%	4	0%	-1%	0	.	4%	-3%	2%	1%	?
Cc1c(C(=O)Nc2ccc(N3CCOCC3)cc2)cccc1[N+](=O)[O-]	3%	-1	1%	0%	9	22%	10%	1%	-7%	3%	0%
C=CCn1c(COc2ccc(F)cc2)nnc1SCC(=O)NC1CC1	-1%	7	0%	-1%	0	.	.	.	.	19%	7%

Assay outcomes as filed in PubChem BioAssay.

The list is partial; the hit share may differ from the screen's.
